High-throughput results: PubChem BioAssay, several laboratories
Myeloid diff MLP: promotes myeloid progenitor differentiation. AID 624256. ER-HoxA9 myeloid progenitors, lysozyme-GFP differentiation, flow cytometry. 360,000 tested, 1% active. calls only at 10 µM;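 active = normalized GFP-positive differentiation at or above the plate's own cutoff, the solvent-only control mean plus 3 SD; inconclusive = no clear call, values can overlap the other calls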;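 also: cells exposed to compound for four days before flow analysis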
HEK293 NOD2/NF-kB: inhibition of NOD2-driven NF-kB reporter – cell-based, luminescence, uHTS, HEK293 (AID 1566); 290,000 tested, 0.63% active; inhibition, % at 4 µM; hits with a dose series show EC50 in µM; HEK293 NOD2/NF-kB luciferase reporter, luminescence; higher % means a stronger effect; also: many of its hits are not listed in these tables
Hep lipid drop: modulators of hepatic lipid droplet formation. AML12 mouse hepatocytes, oleate lipid droplets, BODIPY imaging. inhibition, % at 6.5 µM. 240,000 tested, 0.4% active. AID 1656;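 active = lipid droplet intensity inhibited by at least 50%, with more than 500 cells counted; inconclusive = wells with under 300 cells, treated as cytotoxic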
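System: AML12 hepatocytes (mouse). Probe or stimulus: oleic acid at 100 µM to induce lipid droplet formation. Times: overnight treatment with compound plus oleate. Detection: Image-based BODIPY and DAPI two-channel analysis. Evaluation: percent inhibition of filter-corrected integrated lipid droplet intensity per well.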
AID2073: inhibitors of Mint1-CaV2.2 protein interaction, biochemical, HTRF (AID 2073) | 290,000 tested, 0.19% active | inhibition, % at 20 µM; hits with a dose series show IC50 in µM | HTRF protein-protein interaction, Mint1-CaV2.2; higher % means a stronger effect; in the data active = inhibition mostly above about 51%, no sharp cut-off; inconclusive = no clear call, values can overlap the other calls; inactive = mostly below about 53%; also: some results filed as inactive read as strong as hits
Dengue-2 NS5 capping: flavivirus cap methylation enzyme inhibition – biochemical, confirmation dose response, primary screen (AID 588689); Dengue-2 NS5 methyltransferase capping enzyme assay, biochemical; higher % means a stronger effect; inhibition, % at 25 µM, or IC50 in µM where a hit was titrated; 340,000 tested, 0.3% active; in the data active = a potency from the dose series; inconclusive = inhibition above about 29% without an active follow-up result
LYP inhibition: PTPN22 lymphoid phosphatase activity blockers – biochemical, fluorescence intensity, uHTS (AID 1779); recombinant LYP phosphatase, fluorescence intensity; higher % means a stronger effect; one-dose inhibition, % at 11.5 µM; IC50 in µM for titrated hits; 290,000 tested, 0.054% active;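 also: plate controls were vehicle with enzyme for no effect and no enzyme for full effect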
XIAP antagonists: XIAP antagonists, biochemical, IAP family, fluorescence polarization (AID 1018). XIAP BIR domain, fluorescence polarization peptide displacement; higher % means a stronger effect. 200,000 tested, 0.007% active. displacement, % at 20 µM, or IC50 in µM where a hit was titrated; in the data active = displacement above about 50%; also: a part of the inactive calls stands beside numbers as strong as those of hits
SIAH1 antagonists: Siah-1 peptide-binding antagonists, primary screen, biochemical, fluorescence polarization, rhodamine-plectin, uHTS (AID 1817). Siah-1 / rhodamine-plectin peptide fluorescence polarization; higher % means a stronger effect. one-dose displacement, % at 20 µM; IC50 in µM for titrated hits. 290,000 tested, 0.02% active;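 active = displacement of at least 50% at 20 µM, with a fluorescence ratio check between 0.3 and a set limit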;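 also: plate controls were Siah plus tracer with DMSO for no effect and tracer alone without Siah for full effect; strong numbers were not always called active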
HIV peptide binding: cell-free HIV fusion peptide-binding blockers – biochemical, uHTS, fluorescence dequenching, primary screen (AID 1986); cell-free peptide binding, fluorescence dequenching, 30 min; higher % means a stronger effect; inhibition, % at 20 µM; hits with a dose series show IC50 in µM; 290,000 tested, 0.3% active; in the data active = inhibition mostly above about 52%, no sharp cut-off; inactive = mostly below about 76%; also: some results filed as inactive read as strong as hits
Hep lipid drop cells 6.5 µM: also measured in Hep lipid drop; calls as there; cell count; measured here: cell count, cytotoxicity flag;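 cells counted across two imaged fields per well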
Myeloid diff MLP GFP+ MAC1+ %: recorded beside Myeloid diff MLP, whose call it bears; GFP+ MAC1+ double positive, %; measured here: differentiation confirmed by MAC1 staining
Active calls of the source: *; i = inactive; ? = inconclusive; nt = no result given. Rule as the data show it, unless noted: active = inhibition above about 50%; inactive = the rest. Some of the compounds tested; rates above refer to the full screens.

No.	SMILES	Myeloid diff MLP	Myeloid diff MLP GFP+ MAC1+ %	HEK293 NOD2/NF-kB	Hep lipid drop	Hep lipid drop cells 6.5 µM	AID2073
1	Oc1c(Br)cc(Br)cc1C=NCc1ccc(F)cc1	i	0.1	-1%	-8	706	28%
2	Cc1ccc(-n2c(C)c3c(C)nnc(C)c3c2C)cc1C	i	0.5	8%	-3	768	-8%
3	Cc1nn(C(=O)N2CCOCC2)c(C)c1C	i	1.2	-1%	-4	754	4%
4	Cc1ccc(NS(=O)(=O)c2ccc(OCC(=O)N3CCOCC3)cc2)cc1	i	8.3	-4%	9	750	-10%
5	Cc1ccc2c(c1)N(CC(=O)O)C(=O)CO2	i	8.7	5%	nt	nt	-7%
6	O=C(CCCc1ccccc1)NCCc1ccccc1	i	0.2	-16%	-9	818	4%
7	Cc1cc(OCc2ccccc2)ccc1/C(O)=C1/C(=O)C(=O)N(Cc2cccnc2)C1c1ccncc1 (configuration not stated)	i	0.7	-30%	9	692	27%
8	Cc1nnc(SC/C=C/c2ccccc2)n(N)c1=O	i	0.7	-21%	-5	670	7%

No.	Dengue-2 NS5 capping	LYP inhibition	XIAP antagonists	SIAH1 antagonists	HIV peptide binding
1	-5%	-7%	-6.9%	-6%	24%
2	-19%	3%	-2.1%	0%	-2.7%
3	-6%	-4%	1.7%	-1%	-4.1%
4	-6%	0%	-5.9%	4%	-0.3%
5	-7%	-5%	-6.6%	6%	2.3%
6	nt	-5%	nt	2%	0.8%
7	-4%	2%	nt	3%	1.0%
8	-1%	-5%	-3.9%	-14%	-1.2%

As entered above.
Cc1ccc2c(c1)N(CC(=O)O)C(=O)CO2 – Myeloid diff MLP GFP+ MAC1+ % = 8.7
Cc1nn(C(=O)N2CCOCC2)c(C)c1C – Hep lipid drop cells 6.5 µM = 754

Continuation.
No.	SMILES	Myeloid diff MLP	Myeloid diff MLP GFP+ MAC1+ %	HEK293 NOD2/NF-kB	Hep lipid drop	Hep lipid drop cells 6.5 µM	AID2073
9	C=C(C)COc1ccc(-c2nc(N)ncc2-c2ccc(Br)cc2)c(O)c1	i	0.5	-23%	23	829	24%
10	Cc1ccc(S(=O)(=O)N2CCC(C(=O)NCC3CC3)CC2)cc1	i	1.9	-1%	0	808	11%
11	CC(C)CCNC(=O)C(C)N(C(=O)c1snc(C(N)=O)c1N)c1cnc2ccccc2c1 (configuration not stated)	i	0.4	7%	8	696	?
12	CC1(C(=O)N2CCN(C(=O)c3ccco3)CC2)CC1(Br)Br (configuration not stated)	i	0.7	8%	-2	738	8%
13	CN1C(=O)C(c2nnc(Nc3cccc4ccccc34)s2)C2CC1(C)Oc1ccccc12 (configuration not stated)	i	0.6	16%	0	685	1%
14	Cc1ccc(-c2nc3ncccn3c2NC2CCCC2)o1	i	0.8	19%	4	803	7%
15	O=C(NC1CCCC1)C(c1ccccc1)N(Cc1ccccc1)C(=O)c1csnn1 (configuration not stated)	i	0.4	5%	9	752	2%
16	CC(=O)c1ccc(OC(=O)N2CCOCC2)cc1	nt	nt	10%	8	829	1%

No.	Dengue-2 NS5 capping	LYP inhibition	XIAP antagonists	SIAH1 antagonists	HIV peptide binding
9	-5%	0%	nt	2%	-1.7%
10	-6%	-10%	nt	4%	-1.2%
11	-8%	-6%	-4.6%	-4%	-1.4%
12	-1%	-9%	nt	-2%	-1.1%
13	-3%	8%	-1.4%	0%	-0.4%
14	-2%	-8%	-3.5%	-7%	1.4%
15	-4%	1%	nt	1%	-0.5%
16	-7%	-6%	nt	-1%	-0.1%

Continuation.
No.	SMILES	Myeloid diff MLP	Myeloid diff MLP GFP+ MAC1+ %	HEK293 NOD2/NF-kB	Hep lipid drop	Hep lipid drop cells 6.5 µM	AID2073
17	CCc1ccc(NC(=O)COC(=O)CCc2nc3cc(S(=O)(=O)N(CC)CC)ccc3n2C)cc1	i	0.4	-4%	-3	441	-7%
18	Cc1nc2c(c3c1[nH]c1ccccc13)C(O)CC(C)(C)C2 (configuration not stated)	i	0.4	30%	0	639	21%
19	Cc1ccccc1NCC(=O)N/N=C/c1c(C)c(C(=O)c2ccc(Cl)cc2)n2ccccc12	i	0.2	15%	-7	629	24%
20	CN(C(=O)CCNC(=O)Cn1cnc2ccccc2c1=O)c1ccccc1F	nt	nt	14%	5	824	-4%
21	CCC1(C)Cc2ccccc2C(Nc2c(C)n(C)n(-c3ccccc3)c2=O)=N1 (configuration not stated)	i	0.4	27%	11	772	0%
22	COc1ccc(N(CC(=O)Nc2cc(C)ccc2C)S(=O)(=O)c2ccccc2[N+](=O)[O-])c(OC)c1	i	0.2	-7%	-26	590	4%
23	CC(Sc1nc2cc([N+](=O)[O-])ccc2n1-c1cccc(C(F)(F)F)c1)C(=O)NC(N)=O (configuration not stated)	i	0.4	13%	28	673	9%
24	CCn1c(SCC(=O)NC2CC2)nnc1-c1ccccn1	i	1.8	-6%	29	656	-5%

No.	Dengue-2 NS5 capping	LYP inhibition	XIAP antagonists	SIAH1 antagonists	HIV peptide binding
17	-7%	-4%	-9.6%	0%	2.0%
18	-5%	-19%	-2.8%	3%	3.8%
19	-8%	7%	-7.4%	-11%	2.7%
20	-4%	-4%	nt	2%	-0.8%
21	-4%	-6%	-2.6%	2%	0.0%
22	-9%	4%	-11%	-2%	0.4%
23	0%	2%	-0.8%	0%	-1.7%
24	3%	-14%	nt	-5%	-1.0%

(list continues)
No.	SMILES	Myeloid diff MLP	Myeloid diff MLP GFP+ MAC1+ %	HEK293 NOD2/NF-kB	Hep lipid drop	Hep lipid drop cells 6.5 µM	AID2073
25	COc1ccc(N2CCN(C(=O)c3ccc(CSc4ccccc4)cc3)CC2)cc1	i	0.4	13%	-2	670	-12%
26	O=C(CCS(=O)(=O)c1cccc2nsnc12)N1CCN(c2ccccc2F)CC1	i	1.5	-11%	-22	839	6%
27	NC(=O)c1oc2ccccc2c1NC(=O)C1CCCCC1	i	1.1	10%	1	674	3%
28	Cc1ccc(-c2nc(CS(=O)CC(=O)NCCN3CCCCCC3)c(C)o2)cc1 (configuration not stated)	?	nt	11%	0	705	-2%
29	CC(=O)N1CN(C2CCCC2)Cc2c1sc1c2CCCC1	i	1.8	2%	-2	688	-17%
30	CC(=O)Oc1ccccc1N(C(C)=O)S(=O)(=O)c1ccc2ccccc2c1	i	0.4	-28%	-7	613	9%
31	CCCOc1cccc(C(=O)N(Cc2ccc(OC)c(OC)c2)C2CCS(=O)(=O)C2)c1 (configuration not stated)	i	0.3	1%	5	790	-3%
32	CCCCCC(=O)Nc1cc(S(=O)(=O)N2CCOCC2)ccc1N1CCN(C)CC1	i	0.5	-2%	1	822	7%

No.	Dengue-2 NS5 capping	LYP inhibition	XIAP antagonists	SIAH1 antagonists	HIV peptide binding
25	-6%	4%	-11%	-2%	-0.4%
26	-13%	-6%	-8.7%	-7%	-3.0%
27	1%	2%	-7.5%	2%	0.1%
28	7%	-6%	nt	8%	-0.1%
29	-12%	-2%	-6.6%	0%	-2.7%
30	-8%	1%	-4.5%	3%	2.6%
31	-9%	-8%	-1.6%	-1%	1.0%
32	-9%	-10%	nt	8%	-0.8%

(continued)
No.	SMILES	Myeloid diff MLP	Myeloid diff MLP GFP+ MAC1+ %	HEK293 NOD2/NF-kB	Hep lipid drop	Hep lipid drop cells 6.5 µM	AID2073
33	Cc1ccc(S(=O)(=O)N2CCC(=O)N(C(COCc3ccccc3)C(C)C)CC2)cc1 (configuration not stated)	i	2.5	18%	-4	742	5%
34	N=c1c(C(=O)NC2CCCC2)cc2c(=O)n3ccccc3nc2n1C1CCCCC1	i	0.4	-17%	0	805	24%
35	Cc1cccc(NC(=S)Nc2cccc3ccccc23)c1	i	3.2	-4%	1	798	-56%
36	CC(=O)Cc1nsc(NC(=O)c2ccc(F)cc2)n1	i	0.2	0%	9	795	-2%
37	Cn1c(=O)c(Nc2ccc(O)cc2)c2c3c(cccc31)C(=O)c1ccccc1-2	?	nt	19%	13	632	23%
38	COc1cccc(N(CC(=O)NC2CCCCC2)C(=O)CCCC(=O)Nc2ccccn2)c1	i	4.3	-16%	3	880	1%
39	COc1ccc(C2CC(c3ccc(C)cc3)Nc3nc(N)nn32)cc1 (configuration not stated)	i	1.3	-10%	nt	nt	-14%
40	O=S(=O)(c1ccccc1)N1CN(Cc2ccc(F)cc2)c2nc3ccccc3nc21	i	0.3	-15%	1	731	4%

No.	Dengue-2 NS5 capping	LYP inhibition	XIAP antagonists	SIAH1 antagonists	HIV peptide binding
33	0%	-4%	-4.8%	1%	1.3%
34	?	-77%	nt	0%	-0.1%
35	1%	-6%	nt	9%	-1.5%
36	-4%	-7%	-4.1%	5%	-0.3%
37	3%	-5%	-5.0%	116%	152%
38	-2%	-5%	nt	-2%	-0.3%
39	1%	-8%	-6.0%	-3%	0.9%
40	-14%	0%	nt	2%	-0.3%

Whole records, quoted from the list. Order of screens: Myeloid diff MLP | Myeloid diff MLP GFP+ MAC1+ % | HEK293 NOD2/NF-kB | Hep lipid drop | Hep lipid drop cells 6.5 µM | AID2073 | Dengue-2 NS5 capping | LYP inhibition | XIAP antagonists | SIAH1 antagonists | HIV peptide binding
`Cc1ccc(S(=O)(=O)N2CCC(=O)N(C(COCc3ccccc3)C(C)C)CC2)cc1` (configuration not stated) in the list: i | 2.5 | 18% | -4 | 742 | 5% | 0% | -4% | -4.8% | 1% | 1.3%
`N=c1c(C(=O)NC2CCCC2)cc2c(=O)n3ccccc3nc2n1C1CCCCC1` in the list: i | 0.4 | -17% | 0 | 805 | 24% | ? | -77% | nt | 0% | -0.1%
`COc1cccc(N(CC(=O)NC2CCCCC2)C(=O)CCCC(=O)Nc2ccccn2)c1` in the list: i | 4.3 | -16% | 3 | 880 | 1% | -2% | -5% | nt | -2% | -0.3%

Remaining list, next part.
No.	SMILES	Myeloid diff MLP	Myeloid diff MLP GFP+ MAC1+ %	HEK293 NOD2/NF-kB	Hep lipid drop	Hep lipid drop cells 6.5 µM	AID2073
41	COc1ccc(C(=O)Nc2nc3ccccc3s2)cc1	i	0.2	-86%	-10	815	13%
42	Cc1ccc(C)c(NC(=O)CCN2CCN(C)CC2)c1	i	0.4	5%	-3	797	2%
43	CCn1c(C)nnc1SCC(=O)Nc1ccc2c(c1)OCCO2	i	0.4	5%	-3	789	-3%
44	CC(O)Cc1cn(CC(=O)N2CCN(C(=O)OC(C)(C)C)CC2)nn1 (configuration not stated)	i	1.9	11%	-2	729	2%
45	COc1ccc(Br)cc1S(=O)(=O)n1nc(C)cc1C	i	0.4	6%	-19	829	-3%

No.	Dengue-2 NS5 capping	LYP inhibition	XIAP antagonists	SIAH1 antagonists	HIV peptide binding
41	-6%	1%	nt	2%	2.2%
42	-1%	-7%	nt	-1%	0.8%
43	-6%	-7%	nt	5%	1.2%
44	-2%	2%	-6.1%	2%	0.8%
45	-6%	-5%	nt	0%	-1.5%
